# TAAR1 agonist: human TAAR1 agonists, primary screen, Fluo-8 calcium fluorescence, CHO RD-HGA16 cells; vehicle wells 0%, saturating PEA agonist 100%; 0.99% of 360,000 active; activation, % at 3 µM;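 active = activation above the mean activation of all test compounds in the run plus 3 SD, cut at about 38% in these data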
# Target sequence (Q96RJ0 whole entry, looked up): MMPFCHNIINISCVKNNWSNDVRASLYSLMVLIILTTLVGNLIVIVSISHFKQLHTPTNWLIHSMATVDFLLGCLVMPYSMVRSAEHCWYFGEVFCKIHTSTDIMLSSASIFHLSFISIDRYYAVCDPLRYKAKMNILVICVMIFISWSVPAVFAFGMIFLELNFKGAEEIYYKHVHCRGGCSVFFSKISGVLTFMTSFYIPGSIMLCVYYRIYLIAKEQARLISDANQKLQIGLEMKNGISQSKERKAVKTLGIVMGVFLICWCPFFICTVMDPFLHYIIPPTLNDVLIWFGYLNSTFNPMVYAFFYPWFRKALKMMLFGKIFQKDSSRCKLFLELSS
#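 Assay system – CHO-derived RD-HGA16 cells with stable Gα16 and human TAAR1 · Compound dosing – one-point dosing at 3 µM (nominal) · Incubation – 17-24 h seeding, 75 min 37 °C dye, 30 min RT · Measured by – kinetic Fluo-8 calcium fluorescence · Control set – DMSO vehicle as 0%, PEA at EC100 as 100% · Repeats – single well for each compound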
# CHRM5 agonist: human M5 muscarinic receptor agonists, primary screen, CHO-K1 cells, Fluo-8 calcium fluorescence; Muscarinic acetylcholine receptor M5 (Homo sapiens), P08912; CHO-K1 hM5 cells; 0% DMSO wells, 100% maximal acetylcholine response; activation, % at 3 µM; 0.19% of 360,000 active;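 active = activation above the run's mean over test compounds plus 3 SD, cut at about 23% in these data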;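 also: signal is peak over basal fluorescence ratio across the kinetic read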
# Target sequence (P08912 whole entry, looked up): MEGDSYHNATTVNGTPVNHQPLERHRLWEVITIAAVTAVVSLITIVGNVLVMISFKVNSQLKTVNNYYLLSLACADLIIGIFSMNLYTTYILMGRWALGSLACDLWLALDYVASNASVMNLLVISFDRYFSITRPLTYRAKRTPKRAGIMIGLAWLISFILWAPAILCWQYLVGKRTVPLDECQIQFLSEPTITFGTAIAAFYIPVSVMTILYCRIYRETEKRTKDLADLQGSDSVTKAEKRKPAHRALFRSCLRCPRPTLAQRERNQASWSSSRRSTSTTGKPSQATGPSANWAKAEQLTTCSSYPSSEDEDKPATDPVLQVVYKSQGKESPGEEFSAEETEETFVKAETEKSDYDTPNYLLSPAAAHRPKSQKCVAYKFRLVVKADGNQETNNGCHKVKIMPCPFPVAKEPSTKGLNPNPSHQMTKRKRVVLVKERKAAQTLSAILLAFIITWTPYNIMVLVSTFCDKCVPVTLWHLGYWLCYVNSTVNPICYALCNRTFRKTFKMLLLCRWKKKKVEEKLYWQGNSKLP
# M1 PAM: human M1 muscarinic receptor positive allosteric modulators, primary screen, CHO-K1 cells, Fluo-8 calcium fluorescence, 1536-well. Muscarinic acetylcholine receptor M1 (Homo sapiens), P11229. CHO-K1 hM1, ACh EC20; 0% = ACh EC20, 100% = maximal ACh. activation, % at 3 µM. 0.088% of 360,000 active. AID 588819, 2011; in the data active = activation above about 19%, passing the limit was not always enough
# M4 ag: human M4 muscarinic receptor agonists, primary screen, CHO-K1 cells, Fluo-8 calcium fluorescence; Muscarinic acetylcholine receptor M4 (Homo sapiens), P08173; CHO-K1 hM4/Gqi5; vehicle 0%, full acetylcholine response 100%; activation, % at 3 µM; 0.14% of 360,000 active; AID 624127, 2012;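 active = activation above the run mean over all test wells plus 3 SD, cut at about 32% in these data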;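 also: peak over basal fluorescence ratio per well then scaled between controls; 0% = DMSO wells and 100% = acetylcholine at EC100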
# M4 antag: human M4 muscarinic receptor antagonists, primary screen, CHO cells, Fluo-8 calcium fluorescence; CHO-hM4 cells, ACh EC80; AID 624125, 2012; Muscarinic acetylcholine receptor M4 (Homo sapiens), P08173; 0.73% of 360,000 active; inhibition, % at 3 µM;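 active = inhibition above its plate's cutoff, the mean inhibition of sample wells plus 3 SD, cut at about 27% in these data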;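 also: 0% = acetylcholine EC80 with DMSO and 100% = DMSO without agonist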
# M1 ag: human M1 muscarinic receptor agonists, primary screen, Fluo-8 calcium fluorescence, CHO-K1 cells, HTS | CHO-K1 hM1, agonist mode; 0% DMSO, 100% acetylcholine EC100 | activation, % at 3 µM | 0.33% of 360,000 active | Muscarinic acetylcholine receptor M1 (Homo sapiens), P11229;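 active = activation above the run's mean compound activation plus 3 SD, cut at about 16% in these data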;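 also: peak over basal fluorescence ratio within a 140 s kinetic read after compound addition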
# CHRM5 antagonist: human M5 muscarinic receptor antagonists, primary screen, CHO cells, Fluo-8 calcium fluorescence. 0.59% of 360,000 active. inhibition, % at 3 µM. Muscarinic acetylcholine receptor M5 (Homo sapiens), P08912. AID 624040, 2012. CHO-hM5 cells, ACh EC80;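 active = inhibition above a per-plate cutoff, the mean of that plate's test compounds plus 3 SD, cut at about 27% in these data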;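 also: 0% = acetylcholine EC80 with DMSO and 100% = DMSO without agonist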
# CHRM1 antagonist: human M1 muscarinic receptor antagonists, primary screen, CHO-K1 cells, Fluo-8 calcium fluorescence, 1536-well; inhibition, % at 3 µM; Muscarinic acetylcholine receptor M1 (Homo sapiens), P11229; CHO-K1 hM1, ACh EC80 antagonist; 1.3% of 360,000 active;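 active = percent inhibition above its own plate's cutoff, namely the mean of that plate's compound wells plus 3 SD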;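 also: peak over basal fluorescence ratio during 140 s after agonist addition; 0% = ACh EC80 plus DMSO and 100% = DMSO alone without agonist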
# M5 PAM: human M5 muscarinic receptor positive allosteric modulators, primary screen, CHO-K1 cells, Fluo-8 calcium fluorescence; AID 624038, 2012; activation, % at 3 µM; Muscarinic acetylcholine receptor M5 (Homo sapiens), P08912; CHO-K1 hM5, ACh EC20 PAM; 0% = ACh EC20, 100% = ACh EC100; 0.3% of 360,000 active;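 active = activation above the run cutoff, the mean activation of all test compounds plus 3 SD, cut at about 18% in these data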
#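 System: CHO-K1 hM5 cells. Reagent: acetylcholine, EC20 level. Compound dosing: single dose, 3 µM nominal final test concentration. Timing: Post-acetylcholine fluorescence recording 140 s. Detection: Fluo-8 calcium fluorescence. Read-out: % activation, ACh-normalized. Benchmarks: ACh EC20 and EC100 wells. Repeats: singlicate, one well per test compound.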
# Starred values were filed as active, the others as inactive; · = not tested or not shown.
molecule,TAAR1 agonist,CHRM5 agonist,M1 PAM,M4 ag,M4 antag,M1 ag,CHRM5 antagonist,CHRM1 antagonist,M5 PAM
O=C(NC1CCOCC1)C1CCC(=O)N(CCc2ccc(Cl)cc2)C1 (centres undefined),1,-3,0,1,4,-2,8,1,0
Cc1ccc(S(=O)(=O)N2CCC(C(=O)NCc3ccccc3Cl)CC2)cc1,12,-2,1,5,-16,-5,-10,-4,1
O=S(=O)(c1ccc(C(F)(F)F)cc1)N1CCCN(c2ccc(C(F)(F)F)cn2)CC1,2,-4,8,0,1,-3,5,-20,-1
CCC(C)Sc1nc2ccccc2n1CC(=O)O (centres undefined),8,-1,-5,1,12,-2,-9,11,-1
COC(=O)c1c(NC(C)=O)sc2c1CCN(Cc1ccccc1)C2,1,1,5,7,-21,-6,-3,-8,-4
CN(C)S(=O)(=O)c1ccc(N2CCCC2)c(C(=O)NCC(=O)Nc2ccc(F)c(F)c2)c1,3,3,-3,1,8,-3,-2,10,0
Cc1ccc(NC(=O)CSCc2c(C)noc2C)cc1C,5,-1,3,2,-2,-3,-3,2,-5
COc1cc(C=O)cc(OC)c1OS(=O)(=O)c1ccc(NC(C)=O)cc1,8,0,-2,8,24,-1,11,1,0
COc1ccc(N2c3ccccc3CN(Cc3ccccc3)[C@@H](C)[C@H]2Cc2c(C)cccc2C)cc1,6,1,·,1,-12,·,1,·,3
Cc1cc(C(=O)COC(=O)c2ccc(NC(=O)CC#N)cc2)c(C)n1CC(F)(F)F,10,-1,-5,3,7,-3,9,9,-7
Cc1nc(-c2ccc(Cl)cc2)sc1C(=O)NN,0,-2,11,1,0,-3,-2,-17,5
CC(C)NC(=O)CN1C(=O)NC(CCc2ccccc2)C1=O (centres undefined),3,-2,6,2,0,-4,26,-6,0
Fc1c(F)c(F)c(/C=N/NC(=S)Nc2cccnc2)c(F)c1F,2,-2,10,3,-9,-3,-6,-3,7
CC(C)Cn1c(=O)c2ccccc2c2ccccc2c1=O,17,0,1,0,-3,-4,-2,-3,-3
Cc1csc(NC(=O)CSc2nnc(-c3ccc(Cl)cc3)n2N)n1,0,-4,5,1,-5,-5,-1,-12,1
COc1ccc(NC(=O)NNC(=O)COc2ccc3cc(Br)ccc3c2)cc1OC,1,-2,5,1,6,-3,12,-4,-6
Cc1cc(SCC(=O)Nc2ccc(O)cc2)n2ncc(-c3ccccc3)c2n1,8,4,5,9,-1,3,9,-22,1
CC(=O)Nc1nnc(SCc2ccc(F)cc2)s1,11,0,0,1,-3,-2,10,-2,-12
O=C(NN1CCOCC1)c1cc(-c2cccc(Cl)c2)nc2ccccc12,·,1,-4,2,8,-2,-2,11,1
COc1ccc(NS(=O)(=O)c2c(F)cc(F)c(Cl)c2F)cc1S(=O)(=O)N1CCCCC1,0,1,-1,2,-1,-3,-6,11,2
CN(C)CCNCCCNc1c2ccccc2nc2cccc([N+](=O)[O-])c12,5,4,-5,15,5,3,16,0,-20
CC(Oc1cccc2cccnc12)C(=O)N/N=C/c1ccccc1 (centres undefined),15,-4,-2,0,2,-7,0,-1,-6
FC(F)(F)c1cc(NC2CCCCC2)ccn1,3,3,0,6,-8,-2,2,3,-5
O=C(CCNC(=O)C1CCN(S(=O)(=O)c2ccc(F)cc2)CC1)Nc1ccccc1,2,-1,5,2,-3,-1,-8,-6,10
COC(=O)[C@@H]1C[C@H]2CC[C@H](O)C[C@H]2N1Cc1ccc(C(C)(C)C)cc1,0,4,11,3,-7,-5,9,-8,-5
C[C@H](NC(=O)c1ccc(Cl)cc1)C(=O)OCn1nnc2ccccc2c1=O,-1,-5,5,0,4,-7,0,-12,-2
CC(C)(C)c1ccc(C(=O)c2c[nH]c(C(=O)NCCc3ccccn3)c2)cc1,2,3,-2,2,0,-7,3,13,3
Cc1ccc(C(=O)N/C(=C/c2ccccc2)C(=O)NCc2ccncc2)cc1,1,-3,2,1,8,-3,3,8,-1
Cc1ccc(C)c(-c2nc3cc(N)ccc3o2)c1,6,-2,4,0,-8,-6,2,-8,-4
O=C(NC1CC1)C1CCN(Cc2cnn(-c3ccccc3)c2-n2cccc2)CC1,1,-3,-5,0,-10,-4,-1,7,3
C=CCSc1nnc(-c2cccc3ccccc23)o1,2,-1,-1,0,-7,-1,16,3,-10
Cn1c(=O)c2c(nc(NCCO)n2CCc2ccccc2)n(C)c1=O,2,2,14,2,-5,-2,-10,-17,7
CC(C#N)N1CCN(S(=O)(=O)c2ccc3c(c2)CCC3)CC1 (centres undefined),3,-3,3,1,1,-6,7,-2,-6
CCOC(=O)c1[nH]c2c(c1-c1ccccc1)C(=O)CC(c1ccc(Cl)cc1)C2 (centres undefined),-1,3,10,3,-16,4,3,-1,-1
CCOC(=O)c1c(C)[nH]c(C(=O)OCC(=O)N(C)c2c(N)n(Cc3ccccc3)c(=O)[nH]c2=O)c1C,8,3,-1,0,14,-3,1,1,4
CC(C)CC(=O)Nc1ccc(-c2nnn(CC(=O)NCc3ccco3)n2)cc1,9,0,0,1,-2,-3,-2,3,1
CCCCCC(=O)Nc1ccc2oc(-c3ccncc3)nc2c1,0,0,2,3,2,-3,1,1,-2
COc1cc(-c2nnc(SCc3cccnc3)n2C)cc(OC)c1O,11,-2,7,1,3,-3,-1,-31,-5
CC(/C=C/c1ccc(C)o1)=C\C(=O)O,7,2,13,0,13,-3,-7,-18,6
CCCCCNC(=O)C(c1cccc2ccccc12)n1c(=O)c(-c2ccco2)nc2ccccc21 (centres undefined),-2,1,·,-1,-12,·,-3,·,4
O=S1(=O)N[C@H](Cc2ccccc2)COc2cc(N3CCC[C@@H]3CO)ccc21,3,0,·,3,-4,·,2,·,-7
COc1ccccc1-n1ccnc(SCC(=O)NC2CCCCC2)c1=O,0,3,8,0,4,-3,4,-15,-4
Cc1ccccc1CN(C)CCc1ccccn1,6,0,8,3,-7,-2,8,-4,3
COc1ccc(N(Cc2cc3cccc(C)c3[nH]c2=O)S(=O)(=O)c2ccc(Cl)cc2)cc1,-1,0,4,4,-7,-3,2,-7,1
CCN(CC)S(=O)(=O)c1cccc(-c2nnc(SCC(=O)NCCC3=CCCCC3)n2N)c1,4,-2,3,2,4,-1,6,-11,-6
C/C(=N\NC(N)=S)C1(C)CC2(CC(C)(C)OC2=O)C(=O)O1 (centres undefined),1,1,17,0,-4,-2,-5,-16,0
CCCN(Cc1ccccc1)C(=S)Nc1ccc(OCC)cc1,-2,-6,3,-1,-3,-6,3,-3,1
CC(C)C[C@@H](COCc1ccc(F)cc1)N1CCN(C(=O)c2cccc(C(F)(F)F)c2)CCC1=O,-1,1,·,4,-15,·,-4,·,-4
FC(F)(F)c1cccc(Nc2ncnc3ccccc23)c1,4,-1,8,3,0,-4,4,-8,-5
O=C1NC(Nc2nccs2)(C(F)(F)F)C(=O)N1CCc1ccccc1 (centres undefined),2,-4,10,3,-11,-4,-4,-20,-5
CCOc1cc(C)c(C(C)C)cc1S(=O)(=O)N1CCOCC1,0,-6,3,1,-1,-4,-1,-6,12
CSc1nc(=O)n2cccc(C)c2n1,16,0,11,0,6,-4,5,-9,2
C=CCn1c(SCC(=O)N2CCOCC2)nc(O)c(Cc2ccccc2)c1=O,0,4,5,0,-9,-1,2,-3,-4
Cc1ccc(O)c(NC(=O)c2cc([N+](=O)[O-])ccc2Cl)c1,2,-3,-1,3,6,-6,8,6,-4
Nc1nc(SCc2ccccc2Cl)n[nH]1,0,-2,7,1,-14,-5,-4,-6,7
Cc1csc(NC(=O)C2=NN(c3ccccc3)C(=O)CC2)n1,9,1,0,9,5,-6,9,3,-8

# (continued)
molecule,TAAR1 agonist,CHRM5 agonist,M1 PAM,M4 ag,M4 antag,M1 ag,CHRM5 antagonist,CHRM1 antagonist,M5 PAM
CSCCC(C(=O)Nc1c(C)cccc1C)N1CCN(C/C=C/c2ccccc2)CC1 (centres undefined),2,-6,-4,2,3,-7,3,-20,0
CC(C)Sc1nnc(-c2ccc(S(=O)(=O)N3CCOCC3)cc2)n1C,4,-4,-3,1,-3,-3,8,7,-1
Cc1cc(C(=O)OCC(=O)c2cccc([N+](=O)[O-])c2)c2ccccc2n1,-2,-3,-14,2,12,-8,3,20,-3
Cc1ccnc(NS(=O)(=O)c2cccc3nsnc23)c1,3,-4,6,1,-1,-1,-4,-21,3
O=C(c1ccc([N+](=O)[O-])cc1)N1CCSC1c1ccc(Br)cc1 (centres undefined),18,-10,-7,-1,3,-10,3,0,1
N#Cc1ccc(C(=O)N2CCCC(c3cc(C(=O)NCc4cccnc4)no3)C2)cc1 (centres undefined),3,-1,-3,3,-27,-5,-11,-6,2
c1ccc2c(-c3nn4nnnc4c4ccccc34)cccc2c1,10,-5,-1,0,-2,-3,4,4,0
Cc1nc(NC(=O)c2ccccc2)sc1-c1cc(C(=O)N2CCOCC2)nn1CCO,3,4,·,4,-10,·,4,·,-1
CCCCc1c(C)c2ccc(OCC(C)=O)cc2oc1=O,0,1,1,1,0,-3,-3,-19,-2
CN(C)CCN(Cc1ccccc1)S(=O)(=O)c1ccc(-c2ccc(=O)[nH]n2)s1,1,-8,-13,1,-14,-6,1,10,-1
CCOC(=O)N=Nc1c(O)n(Cc2ccccc2)c2ccccc12,4,-3,-1,1,8,-5,6,6,3
C=C(C)Cc1c(C)c(C#N)c2nc3ccccc3n2c1NCCCN(C)C,1,-2,14,0,-9,-8,-6,-5,13
O=C1C=C(c2ccc(Oc3ccccc3)cc2)C[C@@H](c2ccc3c(c2)OCO3)C1,4,0,-6,2,5,-3,3,13,-4
CN(C)S(=O)(=O)c1cc(NC(=O)COC(=O)CC2Sc3ccccc3NC2=O)ccc1Cl (centres undefined),22,1,-11,21,4,4,2,14,-20
CCc1nc2ccc(C(=O)N3CCN(C(=O)c4ccco4)CC3)cn2c1N(CC)Cc1cccc(Br)c1,0,-3,-13,4,-15,-8,3,-4,-9
CCOc1ccc(NC(=O)COC(=O)c2ccc3ncsc3c2)cc1OCC,1,0,-2,2,2,-1,10,8,-3
COc1ccc(OC)c(S(=O)(=O)Nc2c(NC3CCCCC3)c3ccccc3oc2=O)c1,·,-4,5,5,-5,-4,-1,-14,1

# Compound activity (PubChem BioAssay)

# An excerpt, so the mix of outcomes need not match the whole.
